MBD2 inh: inhibitors of MBD2 binding to methylated DNA, primary screen, biochemical, TR-FRET, DNA-binding domain, human; inhibition, % at 4.4 µM; MBD2 binding to methylated oligonucleotide; AID 686964, 2013; 0.31% of 370,000 active; Methyl-CpG-binding domain protein 2 (Homo sapiens), Q9UBB5; in the data active = inhibition above about 13%
mABHD4 FP: ABHD4 inhibitors, primary screen, biochemical, fluorescence polarization, mouse; (Lyso)-N-acylphosphatidylethanolamine lipase (Mus musculus), Q8VD66; purified mABHD4, FP-Rh probe fluorescence polarization; inhibition, % at 8.92 µM; 0.54% of 370,000 active; AID 720543, 2013;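 active = inhibition exceeding the mean over every tested compound plus 3 SD, cut at about 30% in these data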;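 also: 0% = plate median of compound wells and 100% = S159A mutant with DMSO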
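System: mouse ABHD4 enzyme, wild type / Medium: HEPES pH 7.0, NaCl, Pluronic buffer / Reagent: FP-Rh activity-based fluorescent probe / Control set: S159A mutant high control, sample median low control / Detection: fluorescence polarization with parallel and perpendicular emission, 525/598 nm / Schedule: 45 min + 60 min at 25 °C / Compound dosing: 8.92 µM, single dose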
LEDGF integ inh: blockers of LEDGF/p75-dependent integrase strand transfer – biochemical, TR-FRET, high throughput, primary screen. inhibition, % at 3.7 µM. TR-FRET IN-LEDGF/p75 DNA integration, Eu/Cy5. 0.64% of 370,000 active. AID 743269, 2014. HIV-1 integrase (with human LEDGF/p75);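 active = inhibition above the screen-wide mean plus 3 SD, cut at about 13% in these data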;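 also: signal is the Cy5 over europium emission ratio at 671 and 618 nm; 0% = plate median of compound wells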
HTRA1 inh: HTRA1 serine protease inhibitors, primary screen, biochemical, fluorescence polarization, HTS; AID 504803, 2011; inhibition, % at 5.96 µM; 0.5% of 340,000 active; recombinant HTRA1, FP-rhodamine activity-based probe; in the data active = inhibition above about 36%;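 also: 0% = enzyme with DMSO and 100% = wells lacking enzyme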
PG9 binder: binders of HIV-1 gp120 antibody PG9, primary screen, biochemical, TR-FRET. HIV-1 gp120 / PG9 antibody interaction. TR-FRET gp120-PG9 antibody binding. inhibition, % at 6.7 µM. 0.43% of 360,000 active. AID 624416, 2012; in the data active = inhibition above about 8.5%
PRMT1 inh: PRMT1 methyltransferase inhibitors, primary screen, biochemical, fluorescence polarization. recombinant PRMT1, activity-based probe fluorescence polarization. inhibition, % at 2.79 µM. 1.3% of 370,000 active. AID 652257, 2013;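 active = inhibition above about 21% made by adding two undisclosed values, limit read from the data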
Target sequence (Q99873 whole entry, looked up): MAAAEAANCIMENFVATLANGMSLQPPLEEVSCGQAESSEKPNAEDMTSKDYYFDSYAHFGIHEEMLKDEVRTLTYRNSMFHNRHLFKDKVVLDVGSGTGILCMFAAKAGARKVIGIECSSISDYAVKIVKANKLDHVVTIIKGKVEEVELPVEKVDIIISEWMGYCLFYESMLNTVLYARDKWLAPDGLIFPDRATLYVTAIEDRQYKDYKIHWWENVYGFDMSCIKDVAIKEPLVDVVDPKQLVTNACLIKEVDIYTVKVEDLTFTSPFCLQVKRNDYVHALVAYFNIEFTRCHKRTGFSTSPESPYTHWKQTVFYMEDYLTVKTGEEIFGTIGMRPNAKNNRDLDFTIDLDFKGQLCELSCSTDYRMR
rCAG binder: binders of r(CAG) RNA repeats, primary screen, biochemical, fluorescence | r(CAG) RNA repeat, TO-PRO-1 dye displacement fluorescence | inhibition, % at 3 µM | 1.3% of 370,000 active;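 active = inhibition above the plate cutoff, the mean of all test compounds on that plate plus 3 SD, cut at about 35% in these data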;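 also: 0% = DMSO alone and 100% = 100 µM mitoxantrone as full dye displacement; higher means more dye released from RNA so lower well fluorescence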
TCR-CD3 inh: inhibitors of human TCR-CD3 interaction, primary screen, biochemical, fluorescence, TAMRA-labeled TCR probe; T-cell receptor (TCR); inhibition, % at 9.4 µM; 0.37% of 360,000 active; in the data active = inhibition above about 19%;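 also: recombinant mutant TCR 2C K166C tagged with TAMRA read by polarization; 0% = receptor in buffer alone and 100% = receptor with positive control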
UHRF1 MBD2 ctr: UHRF1 methylated DNA binding inhibitors, primary screen, counter-screen for MBD2 inhibitor project, biochemical, TR-FRET, human UHRF1, single concentration | E3 ubiquitin-protein ligase UHRF1 (Homo sapiens), Q96T88 | UHRF1 binding to methylated oligo | inhibition, % at 4.4 µM | 0.75% of 370,000 active | AID 687016, 2013; in the data active = inhibition above about 21%;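 also: UHRF1 SRA domain binding a hemimethylated CpG hairpin DNA probe; 0% = median of test compound wells and 100% = reference inhibitor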
Rev-erbA mod: modulators of Rev-erb alpha DNA binding, primary screen, biochemical, FITC-DNA, fluorescence polarization, uHTS; Rev-erbα–FITC-DNA binding, 90 min; Nuclear receptor subfamily 1 group D member 1 (Homo sapiens), P20393; 0.79% of 370,000 active; activity, % at 10 µM; AID 1259318, 2017;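 active = activity above about 14%, limit read from the data; passing the limit was not always enough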;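 also: 0% = DMSO wells with 35 nM protein and 100% = DMSO wells with 750 nM protein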
Target sequence (P20393 whole entry, looked up): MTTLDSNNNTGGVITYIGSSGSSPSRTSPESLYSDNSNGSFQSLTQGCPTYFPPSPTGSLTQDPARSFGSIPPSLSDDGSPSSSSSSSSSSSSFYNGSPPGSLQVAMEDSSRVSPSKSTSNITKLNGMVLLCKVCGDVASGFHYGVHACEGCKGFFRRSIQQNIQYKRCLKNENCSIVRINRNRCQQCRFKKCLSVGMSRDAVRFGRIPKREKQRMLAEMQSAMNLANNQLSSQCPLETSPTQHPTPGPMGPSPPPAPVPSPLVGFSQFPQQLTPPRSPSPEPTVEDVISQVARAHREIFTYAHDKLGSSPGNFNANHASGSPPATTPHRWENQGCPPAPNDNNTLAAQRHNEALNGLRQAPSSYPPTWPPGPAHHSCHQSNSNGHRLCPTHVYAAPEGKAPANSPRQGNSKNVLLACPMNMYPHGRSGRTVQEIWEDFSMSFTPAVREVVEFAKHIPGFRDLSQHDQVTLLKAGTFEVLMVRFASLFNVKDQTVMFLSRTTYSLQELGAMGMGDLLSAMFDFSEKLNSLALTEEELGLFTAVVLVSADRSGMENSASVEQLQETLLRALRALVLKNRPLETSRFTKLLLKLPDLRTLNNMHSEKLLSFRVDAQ
Numbers without * were called inactive; · = not tested or not shown. These rows are one share of the data; the hit share may differ from the screen's.

Screens in order – rCAG binder	HTRA1 inh	PG9 binder	Rev-erbA mod	TCR-CD3 inh	MBD2 inh	PRMT1 inh	UHRF1 MBD2 ctr	LEDGF integ inh	mABHD4 FP
- COc1ccc(CNc2ccc(N3CCOCC3)cc2)cc1
 : 0	24	-8.8	-4	-4	4	5	2	1	15
- COc1cccc(CNC(=O)c2ccc(Cl)c(S(=O)(=O)N3CCOCC3)c2)c1
 : 1	-5	-2.3	4	-8	6	2	9	-6	3
- CCOC(=O)c1ccc(COC(=O)c2nonc2N)cc1
 : -4	-4	1.8	-1	-1	-1	-2	-1	0	6
- CCOc1ccc(-c2onc(C(F)(F)F)c2-c2cscn2)c(O)c1
 : -1	-12	-0.3	7	4	2	-1	-4	1	-13
- O=C(CSc1nc(=O)n(CCN2CCOCC2)c2c1CCCC2)Nc1ccc(F)cc1F
 : -9	-6	1.0	1	6	0	4	0	-3	0
- O=C(Nc1ccc(S(=O)(=O)N2CCCCC2)cc1)c1ccco1
 : 5	-5	-1.7	-1	7	6	3	-1	-5	-3
- CCCCOc1ncnc2c1[nH]c1ccc(OCC)cc12
 : 1	-2	1.3	-13	7	-7	-2	-2	-1	-3
- CC(C)NC(=O)C1(C)CCCN1C(=O)c1ccccc1Br (stereo not drawn)
 : 1	·	-1.4	-7	-10	2	-3	2	2	-7
- NC(=O)c1ncc(C(F)(F)F)cc1Oc1cccnc1
 : -1	-1	2.1	-2	-2	0	3	2	6	-1
- NC(=O)CC[C@H](NC(=O)c1ccc(F)cc1)C(=O)OCC(=O)NCc1ccc(F)cc1
 : -3	6	-2.3	7	4	4	-3	4	0	-7
- Cc1cc(C(=O)NN=Cc2ccccc2C(=O)O)n[nH]1
 : 3	·	·	0	·	1	2	1	0	1
- COc1ccccc1NC(=O)c1ccc2c(c1)N(CC(=O)NC(C)(C)C)C(=O)C(C)(C)O2
 : -4	-2	-3.5	0	-4	2	-2	5	5	-1
- COc1ccc(N(CC(=O)NCc2ccc(F)cc2)C(=O)Cn2nnc(-c3ccc(C)o3)n2)cc1OC
 : 4	-3	0.0	7	-1	7	0	1	1	2
- CCOC(=O)c1cccnc1NC(=O)c1ccncc1
 : 3	12	-2.7	-9	-2	-5	-3	0	6	-9
- COc1ccccc1NS(=O)(=O)c1cc(N/C(=N/S(=O)(=O)c2ccccc2)c2ccc(F)cc2)ccc1Cl
 : 16	-49	1.3	1	0	6	4	3	-2	-72

Just UHRF1 MBD2 ctr, LEDGF integ inh and mABHD4 FP, for some of the entries so far:
Molecule,UHRF1 MBD2 ctr,LEDGF integ inh,mABHD4 FP
CCOC(=O)c1ccc(COC(=O)c2nonc2N)cc1,-1,0,6
NC(=O)c1ncc(C(F)(F)F)cc1Oc1cccnc1,2,6,-1

The list goes on.
Screens in order – rCAG binder	HTRA1 inh	PG9 binder	Rev-erbA mod	TCR-CD3 inh	MBD2 inh	PRMT1 inh	UHRF1 MBD2 ctr	LEDGF integ inh	mABHD4 FP
- Cc1ccc(C(=O)CSc2nnc(-c3ccco3)n2CC2CCCO2)cc1 (stereo not drawn)
 : -4	-4	-0.9	-6	2	7	3	16	-1	1
- COc1ccc(NC(=O)C2(C)CCN2CCOc2ccc(C)cc2)cc1OC (stereo not drawn)
 : -1	·	-1.1	-1	0	2	4	0	0	-6
- CCOC(=O)[C@@H]1[C@H]2COc3ccccc3[C@@H]2N2C(=O)N(c3ccccc3)C(=O)[C@]12C
 : -9	-10	1.9	2	1	1	0	18	-2	0
- CCCCSc1nc(N)c(C#N)c(-c2cccs2)c1C#N
 : 6	-64	2.6	2	4	-3	-1	1	1	-36
- O=C1NC(=O)C(CCc2ccccc2)(c2ccccc2)N1 (stereo not drawn)
 : 0	-3	-0.7	0	2	1	-2	0	4	3
- COC(=O)c1cc(-c2cc(F)cc(OC)c2)c(=O)n2c1CCC2
 : 0	·	·	0	·	-2	-4	-2	7	1
- O=C(c1ccccc1)N1CCN(C(=O)c2cc3ccccc3oc2=O)CC1
 : 1	1	0.3	0	8	-1	0	-1	1	-3
- O=C(COC(=O)c1cc(=O)[nH]c2ccccc12)NCc1ccccc1Cl
 : 1	-5	-1.6	-1	4	-1	-1	2	3	-4
- Cc1cc(NC(=O)CCC(=O)N(Cc2cccs2)C(C(=O)NC2CCCC2)c2ccccc2)no1 (stereo not drawn)
 : -7	-14	0.9	3	5	-2	-4	-4	0	-1
- Cc1cc(N2CCN(C(=O)c3ccco3)CC2)n2nc(-c3cccc(F)c3)cc2n1
 : 4	-9	0.2	-7	-1	-1	0	-1	2	1
- N#CC1=C(N)N(c2ncn[nH]2)C2=C(C(=O)CCC2)C1c1ccc(F)cc1 (stereo not drawn)
 : 3	10	0.8	1	-4	3	5	-1	5	-2
- Cc1cc(O)c2c(c1)C(O)(C1OC(CO)C(O)C(O)C1O)c1cccc(O)c1C2=O (stereo not drawn)
 : 1	2	-0.7	2	1	6	0	5	-1	9
- COc1ccc(Cc2nc3ccc(C(=O)N(C)C(C)c4ccon4)cc3o2)cc1 (stereo not drawn)
 : -5	-2	-0.3	1	-4	3	-1	1	-6	7
- COc1cccc(C(=O)NCCS(=O)(=O)N(C)C2CCCCC2)c1
 : -4	-4	1.4	-4	-7	3	-1	-3	1	5
- Cc1cc(C)n2nc(SCC(=O)NC(=O)c3ccc(OC(F)F)cc3)nc2n1
 : -1	4	-1.8	-3	1	0	1	1	3	0

Profiles, looked up by structure. Screens in order: rCAG binder	HTRA1 inh	PG9 binder	Rev-erbA mod	TCR-CD3 inh	MBD2 inh	PRMT1 inh	UHRF1 MBD2 ctr	LEDGF integ inh	mABHD4 FP
`O=C(COC(=O)c1cc(=O)[nH]c2ccccc12)NCc1ccccc1Cl` as listed: 1	-5	-1.6	-1	4	-1	-1	2	3	-4
`Cc1ccc(C(=O)CSc2nnc(-c3ccco3)n2CC2CCCO2)cc1` (stereo not drawn) as listed: -4	-4	-0.9	-6	2	7	3	16	-1	1
`O=C1NC(=O)C(CCc2ccccc2)(c2ccccc2)N1` (stereo not drawn) as listed: 0	-3	-0.7	0	2	1	-2	0	4	3
`COc1ccc(Cc2nc3ccc(C(=O)N(C)C(C)c4ccon4)cc3o2)cc1` (stereo not drawn) as listed: -5	-2	-0.3	1	-4	3	-1	1	-6	7
`CCOC(=O)[C@@H]1[C@H]2COc3ccccc3[C@@H]2N2C(=O)N(c3ccccc3)C(=O)[C@]12C` as listed: -9	-10	1.9	2	1	1	0	18	-2	0

Following part:
Screens in order – rCAG binder	HTRA1 inh	PG9 binder	Rev-erbA mod	TCR-CD3 inh	MBD2 inh	PRMT1 inh	UHRF1 MBD2 ctr	LEDGF integ inh	mABHD4 FP
- Cc1cc(OCC(=O)Nc2ccccn2)c2c(C)c(C)c(=O)oc2c1
 : -1	5	-1.1	33*	1	3	1	1	-5	3
- CC(C)N1CCN(CC#Cc2ccccc2)CC1CCO (stereo not drawn)
 : 2	-6	-0.2	5	6	-3	-2	-2	3	-3
- OCCCNc1ncnc2oc(-c3ccccc3)c(-c3ccccc3)c12
 : -2	-26	-2.6	-2	-1	-1	1	-2	-1	-4
- COC(=O)c1ccc2nc(-c3ccco3)c(Cc3ccc(C)cc3)n2c1
 : 18	·	-0.8	-6	-4	10	34*	23*	1	-2
- CCOC(=O)C1CCCN(C(=O)c2cccc(S(=O)(=O)N3CCCC3)c2)C1 (stereo not drawn)
 : 0	5	-0.7	-8	-4	2	-2	-3	-3	2
- CNC(=O)NNC(=O)c1csc(-c2ccc(C(F)(F)F)cc2Cl)n1
 : -7	·	-1.7	3	-6	2	-2	-1	3	1
- COc1ccc(Nc2nc(N)c([N+](=O)[O-])c(NCCO)n2)cc1
 : 3	·	0.8	6	0	-5	0	-1	-2	2
- O=C(Nc1cccc(-c2cn3c(n2)SCC3)c1)c1ccc2ccccc2n1
 : 16	-38	-1.3	1	-1	3	9	1	-5	-12
- Nc1nnc(SCc2ccccc2F)n1-c1ccccc1
 : 0	-2	1.5	-1	-7	8	2	7	-3	-17
- Cc1ccc(C)c(S(=O)(=O)Nc2cc3c4c(c2)CCN4C(=O)CC3)c1
 : 3	-6	-1.0	-2	1	3	-3	4	3	-4
- CC(CN1CC(=O)NC(=O)C1)N1CC(=O)NC(=O)C1 (stereo not drawn)
 : 5	1	-1.2	-2	-6	6	9	0	2	2
- CCO[C@@H]1OC(C(=O)NCc2nc3ccccc3[nH]2)=C[C@H](c2csc3ccccc23)[C@H]1CCCO
 : 1	-47	1.4	-2	2	-6	3	0	-1	-5
- COc1ccc2oc(C(=O)OCc3c(C)noc3C)c(C)c2c1
 : -2	1	0.7	0	-2	3	1	1	-3	3
- CC(=NC1CCN(Cc2ccccc2)CC1)c1c(O)[nH]c(=O)[nH]c1=O
 : 0	-3	-2.4	2	4	0	2	3	-2	-1
- Cc1ccc2cccc(S(=O)(=O)Nc3c(C)n(C)n(-c4ccccc4)c3=O)c2n1
 : 2	3	-1.0	-5	7	-3	-4	2	-4	-1

3 entries from above, arranged by the number in Rev-erbA mod, falling:
SMILES | HTRA1 inh | PG9 binder | Rev-erbA mod | TCR-CD3 inh | MBD2 inh | PRMT1 inh | LEDGF integ inh | mABHD4 FP
OCCCNc1ncnc2oc(-c3ccccc3)c(-c3ccccc3)c12 | -26 | -2.6 | -2 | -1 | -1 | 1 | -1 | -4
Cc1ccc2cccc(S(=O)(=O)Nc3c(C)n(C)n(-c4ccccc4)c3=O)c2n1 | 3 | -1.0 | -5 | 7 | -3 | -4 | -4 | -1
COC(=O)c1ccc2nc(-c3ccco3)c(Cc3ccc(C)cc3)n2c1 | · | -0.8 | -6 | -4 | 10 | 34* | 1 | -2

(listing goes on)
Screens in order – rCAG binder	HTRA1 inh	PG9 binder	Rev-erbA mod	TCR-CD3 inh	MBD2 inh	PRMT1 inh	UHRF1 MBD2 ctr	LEDGF integ inh	mABHD4 FP
- COc1cc2oc3ccccc3c2cc1N(CC(=O)N1CCCCC1)S(=O)(=O)c1ccc(C)cc1
 : 6	-70	0.3	4	3	-5	1	1	0	-5
- CN(CC1CCCO1)S(=O)(=O)c1ccc(C(=O)Nc2ccc([N+](=O)[O-])cc2)cc1 (stereo not drawn)
 : 2	-7	-1.3	-9	7	-1	2	1	-2	-1
- COc1ccc(C(C)(O)c2nc(-c3ccc(S(C)(=O)=O)cc3)cs2)cc1 (stereo not drawn)
 : -1	·	-1.4	-12	4	2	-2	1	-1	4
- CCCCN1CCNC1=S
 : -2	4	-1.6	1	0	1	-3	-3	1	0
- Cc1ccc(C)c(OCCn2cc(/C=C(\C#N)C(=O)NCc3cccs3)c3ccccc32)c1
 : 7	-31	-0.1	2	-1	1	0	5	0	10
- CCCN(C)C[C@H]1Oc2ncc(Br)cc2C(=O)N([C@@H](C)CO)C[C@@H]1C
 : 2	11	-0.9	1	-3	4	4	0	-4	-6
- COC(=O)c1c(NC(=O)COC(=O)CNC(=O)C2CCCCC2)sc(C)c1C
 : 4	4	2.2	5	-2	2	5	3	-2	6
